TDP1 cell noCPT = qHTS for Inhibitors of human tyrosyl-DNA phosphodiesterase 1 (TDP1): qHTS in cells in absence of CPT | DT40 Tdp1-/- hTDP1 cells, no CPT, ATP luminescence, 48 h | Potency, µM (highest dose often 46.2 µM), without a hit: top-dose activity change, negative = growth inhibition, actives largely listed as inhibitors | AID 686978, 2013 | 420,000 compounds, 15% hits; note: nearly all actives have a fitted effect of over 55% in size
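Growth kinetics read by CellTiter-Glo luminescence after ≥48 hr at 37 °C. Cells: DT40 Tdp1-/- stably carrying human TDP1, 400 per well, compound exposure in the absence of CPT (DMSO vehicle).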
KAT2A inh = inhibitors of human GCN5L2 histone acetyltransferase | Q92830 | Potency, µM (top dose mostly 58.9 µM), for inactives: at the top dose activity change, negative = inhibition, hits mostly inhibitors | 390,000 compounds, 0.21% hits | GCN5L2 HAT assay, ThioGlo1 CoA-SH fluorescence
Target sequence (Q92830 whole entry, looked up): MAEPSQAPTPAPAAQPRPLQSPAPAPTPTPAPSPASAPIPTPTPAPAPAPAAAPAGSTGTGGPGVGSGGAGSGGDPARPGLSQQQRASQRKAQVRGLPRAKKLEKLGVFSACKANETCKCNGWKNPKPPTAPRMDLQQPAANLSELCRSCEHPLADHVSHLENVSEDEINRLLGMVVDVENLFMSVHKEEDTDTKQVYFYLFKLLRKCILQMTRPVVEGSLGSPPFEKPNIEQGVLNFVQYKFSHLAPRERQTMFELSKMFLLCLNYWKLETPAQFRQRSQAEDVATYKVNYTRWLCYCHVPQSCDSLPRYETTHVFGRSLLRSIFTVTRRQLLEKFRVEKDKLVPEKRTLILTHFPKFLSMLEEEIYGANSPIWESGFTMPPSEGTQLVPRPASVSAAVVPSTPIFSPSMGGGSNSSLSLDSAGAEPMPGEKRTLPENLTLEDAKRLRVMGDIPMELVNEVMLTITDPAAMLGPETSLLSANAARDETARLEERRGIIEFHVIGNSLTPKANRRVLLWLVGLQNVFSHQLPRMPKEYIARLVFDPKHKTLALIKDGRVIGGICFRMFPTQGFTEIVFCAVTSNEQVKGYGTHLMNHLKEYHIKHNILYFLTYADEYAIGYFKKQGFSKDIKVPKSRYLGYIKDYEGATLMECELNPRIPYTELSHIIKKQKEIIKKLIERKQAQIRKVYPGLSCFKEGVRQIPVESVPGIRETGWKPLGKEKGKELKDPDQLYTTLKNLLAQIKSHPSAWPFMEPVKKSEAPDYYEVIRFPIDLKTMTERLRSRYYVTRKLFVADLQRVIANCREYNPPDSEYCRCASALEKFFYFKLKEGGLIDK
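GCN5L2 (20 nM) in 50mM HEPES pH 7.5, 0.1mM EDTA, 0.01% Tween-20 preincubated 15 min with compounds at room temperature. Reaction started with H3(1-25) 75uM, acetyl-CoA 70uM, ThioGlo1 50uM; CoA-thiol fluorescence (Ex340/Em540) read at 0 and 20 min.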
TDP1 cell CPT = growth inhibition of DT40 Tdp1-/-;hTDP1 cells with camptothecin (screen for TDP1 inhibitors); AID 686979; Potency, µM (top dose mostly 46.2 µM), for inactives: top-dose activity change, negative = growth inhibition, hits mostly inhibitors; chicken DT40 Tdp1-/-;hTDP1 cells + 20 nM CPT, ATP luminescence, 48 h; 420,000 compounds, 12% hits; note: nearly all actives have a fitted effect of over 55% in size
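Cell growth measured by CellTiter-Glo luminescence after a minimum 48 h, 37 C compound exposure with 20 nM CPT in Tdp1-knockout DT40 cells stably expressing hTDP1, seeded 400/well; qHTS titration format.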
Active calls of the source: *; ? = inconclusive; nt = no result given; & = joins results of further samples; [ ] = remark or other dose. Calls come from the whole dose curve; as a rule, active = well fitted curve in the direction sought with a large enough effect; inconclusive = small, poorly fitted or top-dose-only effect, or another doubt; inactive = no such curve, though single readings can be large; an effect the other way counts as inactive or inconclusive. % is set by controls: 0 for no effect and ±100 for the full control effect; potency is the fitted concentration of half-maximal effect. A portion of the library, so the mix of outcomes need not match the whole.

Structure | TDP1 cell noCPT | KAT2A inh | TDP1 cell CPT
CC(OC(=O)c1ccc2c(=O)n3c(nc2c1)CCC3)C(=O)NC1CCCCC1C (centres undefined) | -18.1% | -9.2% | -15.5%
COc1cccc(N=c2oc3ccccc3cc2-c2nc3ccccc3[nH]2)c1 | 23.1µM* | -0.1% | 23.1µM*
O=C1O/C(=C\c2ccc(O)cc2)C(O)=C1c1ccc(O)cc1 | -6.8% | nt | -3.9%
C=CCc1cc(/C=C2/NC(=O)N(CC)C2=O)cc(OCC)c1OCc1ccc(C(=O)O)cc1 | ? | 0.3% | ?
Cc1ccc(NCN2C(=O)C(=O)c3ccccc32)nc1 | 1.3µM* | 16.9% | 2.31µM*
CCOc1ccccc1NC(=O)c1ccc(CN2CCc3ccccc3C2)cc1 | ? | -9.9% | -0.4%
CCCNC(=O)Cn1cnc2sc(C(=O)Nc3cc(OC)c(OC)c(OC)c3)c(C)c2c1=O | 8.9% | 0.0% | 10.6%
O=C(CN1c2cccc3cccc(c23)S1(=O)=O)N1CCOCC1 | -9.9% | -6.8% | -3.8%
CCSc1nc2c([nH]c3ccccc32)c(=O)n1C | -21.9% | -1.9% | -4.3%
CC1CCCCC1NS(=O)(=O)CCNC(=O)c1ccc2c(c1)OCO2 (centres undefined) | 13.8% | -4.8% | 3.3%
COc1ccc(N2CCN(C(=O)CCc3ccccc3)CC2)cc1 | -0.4% | ? | -18.4%
CCOC(=O)N1CCN(C(=O)c2ccc3nc(C)sc3c2)CC1 | -17.0% | 0.0% | 2.1%
CC(C)CN(CC(C)C)S(=O)(=O)c1cc([N+](=O)[O-])ccc1N1CCCCCC1 | 16.4µM* | -5.6% | ?
O=C(COC(=O)c1ccc(S(=O)(=O)NCc2ccco2)cc1)Nc1ncc(Cl)cc1Cl | -13.5% | 0.7% | 0.2%
Cc1ccc(-n2c(C)nc3oc4ccccc4c(=O)c3c2=O)cc1 | -0.4% | -23.3% | -12.7%
CCN(CC)S(=O)(=O)c1cc(NC(=O)COC(=O)CCC(=O)c2ccc(F)cc2)ccc1C | 1.5% | -1.3% | -10.4%
Nc1c(Br)cc(Br)c2c1C(=O)c1c(cccc1S(=O)(=O)O)C2=O | ? | nt | -7.7%
COc1cc(OC)c(-c2nc3cnccc3n2C)cc1OC | -0.2% | -5.5% | 5.7%
COc1ccccc1N1CCN(C(=O)c2cc3c(=O)n4ccccc4nc3s2)CC1 | ? | -5.9% | ?
COc1ccc(CN2C(=O)[C@@H]3C(c4ccc(F)cc4)=NO[C@@H]3C2=O)cc1 | -17.3% | -10.7% | 0.6%
CCOC(=O)[C@]12CCCC=C1N(CCC1=CCCCC1)C(=O)[C@H](CC(=O)N1CCCCC1)C2 | 5.17µM* | nt | 7.31µM*
CN(C)c1nnnn1-c1ccc(Oc2ccccc2)cc1 | ? | -4.2% | ?
Nc1c(C=C2C=CC(=O)C=C2)c(=O)nc2snc(SCc3ccccc3)n12 | -17.9% | -12.2% | -18.0%
COC(=O)c1ccccc1NC(=S)N(Cc1ccc2c(c1)OCO2)Cc1cc2cc(C)ccc2[nH]c1=O | ? | -5.2% | 20.6µM*
Cc1ccc(C)c(NC(=O)C2CCN(c3nn4c(=O)cc(C)nc4s3)CC2)c1 | -0.4% | 0.7% | -14.7%
COc1ccc(-n2cc(-c3ccccc3)c3c(=S)nc[nH]c32)cc1 | ? | -1.1% | ?
NC(N)=NC(=O)c1nc(Cl)c(N2CCCCCC2)nc1N | 7.08µM* | -5.2%&-10.2%&-0.3% | 7.08µM*
CC1(C)CC(NCc2ccccc2)=CC(=S)N1 | ? | nt | ?
COc1ccccc1N1CCN(S(=O)(=O)c2c(C)[nH]c(=O)[nH]c2=O)CC1 | 5.3% | -3.7% | 11.0%
COc1ccc(-c2csc(Nc3ccc(S(N)(=O)=O)cc3)n2)cc1OC | ? | -12.9% | ?

Arranged by length of the SMILES (descending): 3 of the compounds above.
Structure | TDP1 cell noCPT | KAT2A inh | TDP1 cell CPT
CC(OC(=O)c1ccc2c(=O)n3c(nc2c1)CCC3)C(=O)NC1CCCCC1C (centres undefined) | -18.1% | -9.2% | -15.5%
CCOc1ccccc1NC(=O)c1ccc(CN2CCc3ccccc3C2)cc1 | ? | -9.9% | -0.4%
CC1(C)CC(NCc2ccccc2)=CC(=S)N1 | ? | nt | ?

(cont.)
Structure | TDP1 cell noCPT | KAT2A inh | TDP1 cell CPT
CN1CCN(C(=O)C2CC(c3ccc(F)cc3)=NO2)CC1 (centres undefined) | -3.3% | ? | -1.8%
Cc1cc(-c2nn3c(-c4ccccc4)nnc3s2)c2ccccc2n1 | 18.4µM* | -21.9% | ?
O=C(NC1CCN(Cc2ccccc2)CC1)c1cccc(Br)c1 | ? | -17.1% | 16.4µM*
COc1ccc(-c2nc(C#N)c(NCCCN3CCOCC3)o2)cc1 | -27.0% | 0.9% | -19.4%
COCCNC(=O)C(=O)Nc1cc2c3c(c1)C(C)C(=O)N3CCC2 (centres undefined) | -3.1% | -3.9% | 7.0%
COCCn1c(-c2ccc(Cl)cc2)cnc1SCC(=O)NCc1cccs1 | ? | -2.9% | ?
Cc1cc(NC(=O)C(=O)NCCN2CCN(S(C)(=O)=O)CC2)ccc1Br | ? | 0.5% | ?
COc1cc2oc(=O)cc(-c3ccc(-c4ccc(C(F)(F)F)cc4)cc3)c2c(OC)c1OC | ? | 0.4%&4.0% | ?
CC(C)=C1C2CCC1C(C(=O)NCc1ccccc1)C2C(=O)O (centres undefined) | -19.5% | -4.7% | 1.1%
C(=N\N(Cc1ccccc1)c1ccccc1)/c1ccco1 | -5.5% | -15.0% | -1.4%
COCCCNC(=O)Cn1c(=O)n(CC(=O)NCCc2ccc(OC)c(OC)c2)c(=O)c2sccc21 | -6.2% | -5.5% | -1.2%
CCN(Cc1ccccc1)c1ccc(/C=C(\C#N)c2ccccn2)cc1 | ? | -11.7% | -29.6%
COC(=O)[C@]1(Cc2ccccc2)N[C@H](CN(C)C(=O)COc2ccccc2)[C@@H]2C(=O)N(Cc3ccccc3)C(=O)[C@@H]21 | ? | -3.5% | 20.6µM*
CCOC(=O)c1nn(-c2ccc(C)c(C)c2)cc1O | ? | 2.6% | -1.6%
NS(=O)(=O)c1ccc(CNC(=O)c2cc(-c3cccnc3)nc3ccccc23)cc1 | -21.9% | -5.1% | 2.2%
CCC(=O)NC(c1ccc(C)cc1)c1cc([N+](=O)[O-])c2cccnc2c1O (centres undefined) | 20.6µM* | 0.8% | ?
O=C(NNc1nc2c(F)cccc2s1)c1ccc(F)cc1 | ? | 1.2% | ?
Cc1cc(C(=O)Nc2ccc(-n3c(C)nc4ccccc4c3=O)cc2)ccc1[N+](=O)[O-] | ? | 1.7% | ?
CCOCCc1nnc(NC(=O)CCC2CCCCC2)s1 | -13.9% | -3.8% | -29.5%
CSc1ccc(CN(C)C(C)C(=O)Nc2ccc(F)c(F)c2F)cc1 (centres undefined) | -3.5% | -6.2% | -6.7%
CC(C)(C)C1=C(C#N)C(c2ccncc2)C(C#N)=C(N)O1 (centres undefined) | 29.1µM* | 3.6% | 18.4µM*
O=C(OC1CC2CC1[C@H]1CCCCN1C2=O)N1CCN(c2ccccc2)CC1 (some centres undefined) | ? | nt | 1.8%
Cc1ccsc1CNn1cnnc1SCc1ccc(Cl)cc1 | -26.8% | -2.8% | -23.6%
CCc1ccc(Nc2nnc(SCC(=O)Nc3cccc(S(=O)(=O)NC4=NCCCCC4)c3)s2)cc1 | ? | -6.6% | ?
CCOc1ccc(Nc2nc(Cc3nnc(SCC(=O)NCC4CCCO4)n3C)cs2)cc1 (centres undefined) | -25.8% | 13.8% | 0.6%
Cc1ccc(C(=O)Nc2ccccc2C(=O)O)cc1S(=O)(=O)Nc1ccccc1 | 23.1µM* | -16.3% | -29.4%
CCOC(=O)C1=C(N)OC(CCl)=C(C#N)C1c1ccsc1 (centres undefined) | 2.59µM* | 4.3% | 2.06µM*
Cn1c(=O)c2c(ncn2CC(=O)N2CCN(S(=O)(=O)c3ccccc3)CC2)n(C)c1=O | -20.1% | -1.2% | -16.3%
CC(=O)c1ccc(Nc2nc(C(N)COCc3ccccc3)cs2)cc1 (centres undefined) | ? | nt | 23.1µM*
Cc1ccc(-n2c(SCC(=O)Nc3cc(S(=O)(=O)N4CCOCC4)ccc3Cl)nc3ccccc3c2=O)cc1 | -5.6% | -2.2% | -25.0%
c1ccc(-c2nc(-n3ccnc3)nc(-n3ccnc3)n2)cc1 | 10.3µM* | 8.9% | 20.6µM*
c1ccc(COc2cccc(-c3cc4nc(NCCOc5ccccc5)ccn4n3)c2)cc1 | ? | nt | ?
S=C(Nc1cccc(Cl)c1Cl)NC1CCN(Cc2ccccc2)CC1 | ? | -5.1% | 20.6µM*
COc1cccc(-c2nc(NC3CC3)c3ccccc3n2)c1 | 20.6µM* | -10.9% | 16.4µM*
COc1ccc(OC)c(NC(=O)CNC(=O)Cn2cnc3ccccc3c2=O)c1 | -1.7% | -0.2% | -4.0%
Cc1cc(Cl)ccc1Oc1nccc(N(C)C)c1C#N | 16.4µM* | 3.0% | ?
COc1ccc(CCNC(=O)CCS(=O)(=O)c2ccc3c(c2)NC(=O)CO3)cc1OC | 28.0% | -5.8% | -12.5%
CCCC(=O)Nc1nc2ccc3nc(C)sc3c2s1 | ? | -19.1% | -23.6%
CCC(CC)NC(=O)c1ccccc1Oc1ccccc1 | ? | 2.2% | -17.6%
COc1cc(NC(=O)c2ccccc2Cl)c(OC)cc1NC(=O)CN1CCCCC1 | 6.4% | -4.6% | 37.6%[activator]
NS(=O)(=O)c1ccc(CNC(=O)c2ccc(NS(=O)(=O)c3cccs3)cc2)cc1 | 15.0% | -2.8% | 0.1%
CCCOc1ccc(/C=N/NC(=O)CSc2ccccn2)cc1OC | -21.4% | -4.4% | 6.5%
Cc1csc(SCC(=O)Nc2ccccc2)n1 | -2.1% | -4.2% | 11.8%
CCOC(=O)C1(Cc2cccc(Cl)c2)CCCN(C(=O)C(C)(C)C)C1 (centres undefined) | ? | 0.6% | ?
O=[S@]1Oc2ccccc2-c2ccccc21 | 13µM* | nt | ?

Entries of single compounds, looked up by structure. Screens in order: TDP1 cell noCPT, KAT2A inh, TDP1 cell CPT
Cc1cc(Cl)ccc1Oc1nccc(N(C)C)c1C#N across the screens: 16.4µM*, 3.0%, ?
COc1cc(NC(=O)c2ccccc2Cl)c(OC)cc1NC(=O)CN1CCCCC1 across the screens: 6.4%, -4.6%, 37.6%[activator]
COc1ccc(CCNC(=O)CCS(=O)(=O)c2ccc3c(c2)NC(=O)CO3)cc1OC across the screens: 28.0%, -5.8%, -12.5%

(next part)
Structure | TDP1 cell noCPT | KAT2A inh | TDP1 cell CPT
COc1cc(C(=O)Nc2cccc3c2CCCC3)cc(OC)c1OC | ? | ? | ?
Cc1ccc(NC(=O)CN(C)C(=O)CNC(=O)c2sc3ccccc3c2Cl)cc1 | ? | -5.7% | ?
CCOc1cc([C@@H]2C[C@H]3CN(c4ccccc4)C(=O)[C@]34CCCN24)ccc1OC | -21.5% | -6.3% | -10.3%
O=C(NC1CCCCC1)[C@@H]1CC=C[C@@H]2CCN(C3CCCCC3)C(=O)[C@@H]21 | ? | nt | ?
O=C(N/N=C/c1ccc(-c2cccc(C(F)(F)F)c2)o1)c1ccccc1Br | ? | -15.4% | -29.2%
CN(C)CCNC(=O)C(=O)NCC(c1cccnc1)N1CCN(c2ccc(F)cc2)CC1 (centres undefined) | -23.4% | -1.3% | -15.4%
CCOC(=O)c1c[nH]c(=O)c(Br)c1O | -2.4% | -0.6% | -2.7%
COc1ccc(N2C(=O)CC(Sc3ncccc3C(=O)O)C2=O)cc1 (centres undefined) | -3.1% | -7.2%[0.501 µM] | -0.9%
Cc1cc2occ(CC(=O)N(C)CC(=O)Nc3ccccc3Br)c2cc1C | ? | -3.9% | -0.8%
CCOC(=O)C1(Cc2cccc(OC)c2)CCCN(Cc2cnn(C)c2)C1 (centres undefined) | -16.6% | 2.4% | -4.0%
CCC(C)(C)NC(=O)C(c1cccc(OC)c1OC)N(C(=O)CCC(=O)Nc1cc(C)on1)c1ccc2c(c1)OCCO2 (centres undefined) | ? | -6.5% | ?
COC(=O)c1sccc1S(=O)(=O)N1CCN(c2ccc(C(C)=O)cc2)CC1 | -28.0% | -5.1% | -25.8%

Assay outcomes as filed in PubChem.
